bovine MsrA act = bovine methionine sulfoxide reductase A activation | actives 0.3% (n = 360,000) | activation, % at 10.6 µM | purified bovine MsrA, absorbance read-out; in the data active = activation above about 7.5%;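 also: 0% = vehicle and 100% = reference activator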
NRP1-CendR mod = alters CendR peptide binding to human NRP-1; actives 0.85% (n = 360,000); inhibition, % at 25 µM; O14786; FAM-RPARPAR peptide binding to NRP-1, fluorescence polarization;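 active = inhibition or corrected inhibition above about 18%, plus a signal ratio from 0.5 to 1.5, limit read from the data, passing the limit was not always enough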; also: strong numbers were not always called active
E coli Lon inh = E. coli protease La inhibition; P0A9M0; purified E. coli Lon protease, fluorescence polarization; actives 0.42% (n = 360,000); inhibition, % at 7.94 µM; AID 602123; in the data active = inhibition above about 13%, passing the limit was not always enough;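 also: 0% = enzyme with probe and DMSO and 100% = no enzyme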
Target sequence (P0A9M0 whole entry, looked up): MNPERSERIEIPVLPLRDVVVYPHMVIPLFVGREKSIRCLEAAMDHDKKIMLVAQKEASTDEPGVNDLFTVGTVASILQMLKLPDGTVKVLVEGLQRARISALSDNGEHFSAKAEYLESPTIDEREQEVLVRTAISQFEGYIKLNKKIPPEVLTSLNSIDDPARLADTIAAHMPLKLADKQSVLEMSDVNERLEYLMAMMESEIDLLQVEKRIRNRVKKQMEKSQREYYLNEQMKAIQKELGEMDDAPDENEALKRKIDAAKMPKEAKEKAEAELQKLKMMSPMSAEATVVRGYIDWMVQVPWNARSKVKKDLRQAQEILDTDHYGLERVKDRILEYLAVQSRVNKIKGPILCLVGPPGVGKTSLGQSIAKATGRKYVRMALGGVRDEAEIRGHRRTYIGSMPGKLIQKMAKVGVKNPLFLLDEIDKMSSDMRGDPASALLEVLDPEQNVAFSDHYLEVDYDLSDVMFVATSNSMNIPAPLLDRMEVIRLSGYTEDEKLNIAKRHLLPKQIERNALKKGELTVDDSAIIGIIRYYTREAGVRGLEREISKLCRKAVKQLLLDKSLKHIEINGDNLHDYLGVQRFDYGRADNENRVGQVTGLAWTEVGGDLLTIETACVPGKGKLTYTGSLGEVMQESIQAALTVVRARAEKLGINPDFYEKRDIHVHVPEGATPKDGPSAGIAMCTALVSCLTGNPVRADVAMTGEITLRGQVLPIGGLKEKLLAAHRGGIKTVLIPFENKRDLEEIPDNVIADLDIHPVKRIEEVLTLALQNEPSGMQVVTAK
LMPTP block = LMPTP (human) inhibition; P24666; recombinant LMPTP-A, OMFP fluorogenic substrate, fluorescence intensity; actives 0.22% (n = 360,000); inhibition, % at 20 µM;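 active = compounds that cut the enzyme signal by at least half of the control window in the single-dose screen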;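 also: plate controls were DMSO wells with enzyme plus substrate for no effect and substrate without enzyme for full effect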
Target sequence (P24666 whole entry, looked up): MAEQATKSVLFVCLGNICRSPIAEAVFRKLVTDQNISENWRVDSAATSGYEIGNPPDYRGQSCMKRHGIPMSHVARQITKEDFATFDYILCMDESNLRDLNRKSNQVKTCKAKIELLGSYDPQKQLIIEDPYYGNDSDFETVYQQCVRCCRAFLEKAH
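Test system: LMPTP-A phosphatase enzyme; input: 0.625 nM LMPTP-A final; reagent: OMFP substrate, 400 µM final; compound dosing: 20 µM single dose, 3% DMSO; incubation: 50 min dark incubation at room temperature; measured by: endpoint fluorescence intensity from OMFP dephosphorylation; measure: % inhibition relative to no-enzyme and uninhibited control wells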
Tb MetRS inh = blocks T. brucei methionyl-tRNA synthetase activity. actives 0.4% (n = 360,000). purified T. brucei MetRS, ATP depletion, Kinase-Glo luminescence. inhibition, % at 11.9 µM;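 active = inhibition above a per-plate cutoff of the control wells' mean inhibition plus 3 SD, cut at about 5.5% in these data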;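 also: 0% = DMSO wells median and 100% = median of wells with control inhibitor compound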
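Measured by: Kinase-Glo luciferase luminescence reporting remaining unconsumed ATP. Material: purified T. brucei MetRS enzyme. Doses: 11.9 µM compound single dose, 0.9% DMSO. Medium: HEPES buffer containing pyrophosphatase, BSA, spermine, DTT. Times: 15 min preincubation, 2 h reaction, all 25 °C. Reagent: methionine, ATP and bulk E. coli tRNA.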
DNMT1 block = DNMT1 (human) enzyme inhibition; DNMT1 molecular beacon, Hinp1I cleavage, fluorescence; inhibition (reported as % activation of signal), % at 10 µM; AID 588458; P26358; actives 0.83% (n = 360,000); in the data active = inhibition above about 50%
SUMO1-SIM PPI = alters human SUMO1 binding to SIM partners; SUMO1 binding to a labelled peptide, TR-FRET, 1 h; actives 0.33% (n = 360,000); AID 602429; inhibition, % at 20 µM; in the data active = inhibition above about 37%
Target sequence (P63165 whole entry, looked up): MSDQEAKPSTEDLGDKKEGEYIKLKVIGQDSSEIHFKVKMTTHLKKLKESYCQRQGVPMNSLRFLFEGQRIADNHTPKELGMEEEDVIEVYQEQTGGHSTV
STEP block = blocks human striatal-enriched tyrosine phosphatase | inhibition, % at 20 µM | P54829 | AID 588621 | recombinant STEP, OMFP fluorogenic substrate, fluorescence | actives 0.25% (n = 360,000);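 active = inhibition at 20 µM, scaled per plate between control wells, above about 37%, limit read from the data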;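 also: 0% = DMSO with enzyme and substrate and 100% = substrate only without enzyme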
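System: STEP (striatal-enriched tyrosine phosphatase) enzyme, cell-free; medium: Bis-Tris pH 6.0 buffer with DTT, detergent; dosing: 20 µM, 1% DMSO; times: reaction 20 min, ambient temperature; detection: fluorescence, 480/540 nm; read-out basis: normalized % inhibition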
MsrA inh = inhibitors of bovine MsrA | purified bovine MsrA, absorbance read-out | inhibition, % at 15.5 µM | actives 0.75% (n = 360,000) | AID 651718; in the data active = inhibition above about 4.5%;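 also: 0% = vehicle wells with enzyme and 100% = reference inhibitor wells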
Scp-1 inhibitor = Scp-1 (human) phosphatase inhibition; Recombinant Scp1, phosphopeptide, malachite green phosphate absorbance; inhibition, % at 20 µM; actives 0.88% (n = 340,000);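 active = inhibition above about 50% at 20 µM, limit read from the data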;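 also: plate controls were DMSO wells with enzyme for no effect and wells lacking enzyme for full effect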
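assay system = SCP-1 phosphatase catalytic domain, residues 76-261 | buffer or medium = 50 mM Tris acetate pH 5.5, 0.005% Tween-20, 10 mM MgCl2 | incubation = enzyme reaction 45 min at room temperature, colour 5 min, stabilisation 30 min | signal = Phosphate-binding colour reagent, absorbance read at 630 nm | measure = % inhibition at 20 µM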
The depositor's hits bear a star; . = no result given.

SMILES	bovine MsrA act	NRP1-CendR mod	E coli Lon inh	LMPTP block	Tb MetRS inh	DNMT1 block	SUMO1-SIM PPI	STEP block	MsrA inh	Scp-1 inhibitor
CC(=O)N1CCOCC1c1cc(C(=O)Nc2ccccc2)no1 (centres undefined)	-0.3	1.1	-8.0	-2.0	-0.2	-0.7	-2.4	0.3	1.0	.
COc1ccc(N2CCN(C(=O)CNC(=O)Cc3ccc(Cl)cc3)CC2)cc1	-1.9	0.0	-4.7	0.5	-0.3	2.1	4.7	-1.4	-0.9	-12.6
Cc1ccc(S(=O)(=O)Nc2ccccc2C(=O)Nc2ccc(S(=O)(=O)Nc3nccc(C)n3)cc2)cc1	-6.4	-18.1	4.2	-0.4	-0.5	3.5	17.6	1.2	0.0	-9.6
Cn1c2ccccc2c2c(C(=O)NCc3ccco3)cn(C3CCCCC3)c(=O)c21	-1.2	-7.6	0.3	3.4	0.3	-12.0	-2.8	0.4	0.9	-11.7
COc1cccc(-c2cc(C(=O)Nn3cnnc3)c3ccccc3n2)c1	-2.9	-5.1	-4.0	0.2	-1.0	-3.8	6.3	-5.0	1.0	-1.1
CC1(Br)C2CCCC1C2S(=O)(=O)c1ccccc1 (centres undefined)	-4.4	-6.4	-8.4	-0.8	-0.5	8.7	2.5	-2.2	-0.3	-10.1
O=S(=O)(Nc1cccnc1)c1ccc(Cl)cc1	-15.7	-3.8	-6.7	-1.7	-1.4	4.0	-0.8	-0.9	-0.6	-3.4
O=C(O)C1CCN(S(=O)(=O)c2cccnc2)CC1	-7.4	-2.9	-6.4	0.5	-1.0	2.6	-2.1	-3.3	0.1	-9.6
O=C(O)c1[nH]c2ccccc2c1C=NCc1ccccc1Cl	2.4	-4.4	-4.1	0.3	-0.4	2.2	0.3	-2.8	2.1	-3.6
CCO[C@@H]1OC(C(=O)NC2CC2)=C[C@H](c2ccc3c(c2)OCO3)[C@H]1CCCO	-3.0	13.4	-14.0	-0.6	-0.2	1.1	2.5	1.0	0.2	-3.8
Cc1nc(C)c(C(=O)NNC(=O)c2ccc(Br)cc2)s1	-6.2	-5.0	6.9	-1.5	-0.7	-0.2	3.1	-3.9	-0.8	-1.8
Cc1occc1C(=O)NNC(=O)NC12CC3CC(CC(C3)C1)C2	-2.0	0.5	0.2	-1.1	-0.4	4.1	3.9	-2.6	0.5	0.4
COc1ccc(CNC(=O)CCS(=O)(=O)c2cc3c(cc2Cl)NC(=O)CO3)cc1	-12.3	2.6	1.7	-1.1	-0.6	2.3	1.5	-3.3	0.2	9.8
CCc1nc(SCC(=O)Nc2ccccc2C)n[nH]1	-4.3	6.5	3.7	-0.1	-0.1	0.9	3.4	-2.0	2.1	-1.8
CCOc1ccc(C(=O)OCC(=O)NCC2CCCO2)cc1 (centres undefined)	-2.6	-1.1	-4.1	-0.2	-0.2	0.2	2.9	-1.8	0.1	-7.9
Nc1ccc(NS(=O)(=O)c2ccccc2)cc1	-1.8	2.1	3.2	-1.1	0.2	-8.9	0.3	-3.8	0.6	-3.4
CCC1ON(c2ccccc2)C2c3nc4ccccc4n3CC12 (centres undefined)	-9.8	5.1	14.2	-0.8	-0.3	1.1	-10.2	-0.7	0.1	1.7
CC1(C)SC(=S)N(/N=C/c2cccnc2)C1N(O)C(=O)NC1CCCCC1 (centres undefined)	-5.4	3.5	-2.3	0.5	-0.5	-1.2	-7.8	1.8	1.3	14.3
CC1CCC2(CC1)NC(=O)N(CC(=O)Nc1ccc(F)cc1)C2=O (centres undefined)	-7.9	2.1	-10.4	-0.5	-0.3	2.4	0.7	-2.8	0.5	6.2
CC1(C)C(=O)Nc2ccccc2N1C(=O)COC(=O)c1ccc(Cl)c(S(=O)(=O)NCc2ccccc2)c1	-2.6	-7.9	1.1	0.6	-0.1	-11.6	1.7	0.4	-1.1	-15.9
CCN(CC)S(=O)(=O)c1ccc(OC(C)C)c(NC(=O)c2c3c(nc4ccccc24)CCN(Cc2ccccc2)C3)c1	-7.3	-4.6	-10.0	2.1	-1.2	-9.8	-1.1	0.3	0.5	8.8
C=CC[C@@H](CC(=O)NCCO)C(=O)NC[C@@H](OC(=O)[C@H](CC=C)CC(=O)OC(C)(C)C)c1ccccc1	-8.8	2.3	-3.5	0.9	-0.4	5.2	2.1	-1.6	0.5	-0.2
COc1ccc(-c2nnn(CC(=O)N(CC(=O)NCCC(C)C)Cc3cccs3)n2)cc1OC	-6.9	-3.6	-3.9	0.6	-1.2	-2.7	2.0	-2.0	0.1	-3.4
Cc1nn(CC(=O)NCc2ccc(-n3cccn3)cc2)c(C)c1[N+](=O)[O-]	-2.3	0.7	-0.5	-2.0	0.7	0.6	-0.8	2.2	-0.1	-7.8
COc1ccccc1N1CCC(N2CCN(CC(C)(C)C)C(CCO)C2)CC1 (centres undefined)	-1.4	12.8	-2.1	1.2	-0.7	-1.9	0.1	3.0	-0.9	-5.0
The listing continues.
SMILES	bovine MsrA act	NRP1-CendR mod	E coli Lon inh	LMPTP block	Tb MetRS inh	DNMT1 block	SUMO1-SIM PPI	STEP block	MsrA inh	Scp-1 inhibitor
O=C(Nc1ccc2c(c1)OCCO2)C(c1ccncc1)n1c(=O)c(-c2cc3ccccc3[nH]2)nc2ccccc21 (centres undefined)	.	-16.5	.	2.5	-0.7	.	-14.8	.	0.8	.
COc1ccc(N2CCN(C(=O)c3cccc(F)c3)CC2)c([N+](=O)[O-])c1	0.8	2.8	5.6	-0.8	2.6	1.1	-23.4	1.2	0.3	-9.6
O=C1OCCC1Sc1nc2ccccc2[nH]1 (centres undefined)	-8.2	2.7	0.4	-3.0	-1.4	6.1	3.1	-0.5	0.9	9.8
COC(=O)C1C2C=CC3(CN(CC4CCCO4)C(=O)C13)O2 (centres undefined)	-1.3	-0.9	5.4	-0.3	-0.5	-3.0	-1.0	-2.7	0.6	0.0
O=C(Cc1ccc(Cl)cc1)NCCc1ccc(F)cc1	2.0	11.4	11.3	-1.0	0.0	0.9	0.7	-0.5	3.0	-10.9
Cc1c(NC(=O)C(C)OC(=O)CC2Sc3ccccc3NC2=O)c(=O)n(-c2ccccc2)n1C (centres undefined)	-0.5	-10.5	-0.4	-0.6	-0.1	1.0	-2.3	-0.1	2.4	-6.8
Cc1ccc(Cl)cc1NC(=S)N(Cc1cccs1)C1CCCC1	-0.3	0.5	-5.1	1.6	-0.2	5.1	-0.6	1.6	-0.1	-10.9
Cc1cc(C)n(CC(O)CN(c2cccc([N+](=O)[O-])c2)S(=O)(=O)c2ccccc2)n1 (centres undefined)	-2.7	5.7	9.1	2.7	-0.1	-2.7	-12.2	1.8	.	-3.1
C#CCn1c(=NC(=O)c2cccs2)sc2cccc(OC)c21	-5.8	-13.9	-21.2	11.1	-0.7	57.9*	-5.1	2.0	1.2	16.8
Cc1cc(=O)c(C(=O)O)nn1-c1ccc(Cl)cc1	-1.9	-0.9	2.7	-0.7	0.3	2.5	-0.1	-1.2	-1.5	-5.6
O=S(=O)(NCc1cc(-c2ccc(Cl)cc2)no1)c1ccccc1	-1.5	-3.4	-2.3	0.8	-0.8	-1.1	1.8	0.1	0.2	-6.0
CCOC(=O)c1cc(S(=O)(=O)N2CC(C)CC(C)C2)cn1C (centres undefined)	-2.8	7.4	-11.7	-1.0	0.2	-1.1	-2.1	-2.6	-0.1	-9.6
COC(=O)Cn1cc(C(=O)OC)c2ccccc21	-2.2	6.3	4.3	-1.2	-0.3	-1.5	0.4	-2.1	1.7	3.5
O=C(CC1Oc2ccccc2NC1=O)NCc1ccc(Cl)cc1 (centres undefined)	-2.6	3.8	1.4	0.2	-0.6	1.5	-2.1	3.6	-0.4	-6.1
Cc1c(F)cccc1NS(=O)(=O)c1ccc(OCCNS(C)(=O)=O)cc1	-8.8	4.6	-0.1	-1.1	-2.2	2.9	2.3	-1.3	-0.8	-2.5
Cc1nn(Cc2ccc(C(=O)Nc3nc4c(C)cccc4s3)o2)c(C)c1Br	-1.2	8.5	-8.3	3.6	-0.8	-9.1	4.2	-4.1	1.0	3.6
CC1CCN(CCCNS(=O)(=O)c2cc(Br)cc3c2N(C(=O)C2CC2)CC3)CC1	-1.2	0.5	-8.1	1.5	-0.4	-2.7	-0.7	-1.8	-0.5	-10.3
COc1cc(C(=O)NCCC2=CCCCC2)ccc1OC1CCN(C(C)=O)CC1	-6.1	-2.8	5.8	-1.6	-0.6	-1.2	-1.2	-1.6	0.2	-3.6
CCOc1ccc(OCCC(=O)Nc2ccccc2C(=O)NC2CC2)cc1	-6.3	5.1	5.9	5.0	-0.4	14.5	-4.8	3.3	-0.1	.
O=C(NCCN1CCC(n2c(=O)[nH]c3ccccc32)CC1)c1cccnc1Cl	-2.5	2.2	1.7	3.6	-0.7	.	0.2	.	-0.2	.
CCSc1nnc(NC(=O)C2Cc3ccccc3CN2S(=O)(=O)CC)s1 (centres undefined)	-1.2	-11.8	-7.7	1.1	0.3	25.4	4.7	-0.1	-0.5	2.9
CSCC[C@H](NC(=O)CCCn1nnc2ccccc2c1=O)C(=O)O	-0.9	-1.8	-2.8	-0.5	-0.3	1.6	11.0	1.3	2.1	-0.8
Cc1ccc2c(CN(C)Cc3cccc(F)c3)cc(=O)oc2c1C	0.1	7.0	-1.2	2.4	-0.7	-1.9	4.0	1.5	0.7	-12.8
COc1ccc(C)cc1NC(=O)COC(=O)c1ccc2ccccc2n1	-3.6	-4.3	-14.7	0.4	-0.5	-1.5	-21.7	2.6	0.0	-1.4
NC(=O)CCn1c(C(=O)c2ccc(Cl)cc2)c2ccccc2[n+]1[O-]	-2.1	19.7	7.5	-0.7	-0.3	5.4	-16.7	0.5	-0.2	-3.0
O=C(N/N=C/c1cn(-c2ccccc2)nc1-c1cc2ccccc2o1)c1c[nH]c2ccccc12	-8.1	5.9	1.8	3.1	-1.7	-24.3	4.8	2.6	3.2	-8.7
Cc1cccc(N2N=C(C(=O)O)CCC2=O)c1	-10.6	-4.3	36.7*	1.9	-1.5	5.3	9.2	-1.9	-0.1	2.7

One compound at a time, as listed above. Values in the order: bovine MsrA act | NRP1-CendR mod | E coli Lon inh | LMPTP block | Tb MetRS inh | DNMT1 block | SUMO1-SIM PPI | STEP block | MsrA inh | Scp-1 inhibitor
O=C(Nc1ccc2c(c1)OCCO2)C(c1ccncc1)n1c(=O)c(-c2cc3ccccc3[nH]2)nc2ccccc21 (centres undefined) as listed: . | -16.5 | . | 2.5 | -0.7 | . | -14.8 | . | 0.8 | .
COc1cc(C(=O)NCCC2=CCCCC2)ccc1OC1CCN(C(C)=O)CC1 as listed: -6.1 | -2.8 | 5.8 | -1.6 | -0.6 | -1.2 | -1.2 | -1.6 | 0.2 | -3.6
CCOC(=O)c1cc(S(=O)(=O)N2CC(C)CC(C)C2)cn1C (centres undefined) as listed: -2.8 | 7.4 | -11.7 | -1.0 | 0.2 | -1.1 | -2.1 | -2.6 | -0.1 | -9.6
